High-throughput results (PubChem)
MKP-3 inhibition: inhibition of rat DUSP6 enzyme activity – biochemical, in vitro, primary screen (AID 425). hit rate 0.17% among 110,000. recombinant MKP-3 phosphatase activity, fluorescence; higher % means a stronger effect. one-dose inhibition, % at 20 µM; IC50 in µM for titrated hits; in the data active = inhibition above about 50%;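 note: plate controls were vehicle for no effect and reference inhibitor for full effect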
Hsp70 inhibitors: Hsp70 inhibitors, probe displacement, primary screen, biochemical, fluorescence polarization (AID 583); Hsp70 fluorescence polarization probe displacement, mP; higher % means a stronger effect; one-dose displacement, % at 20 µM; IC50 in µM for titrated hits; hit rate 0.06% among 140,000; in the data active = displacement above about 50%;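 note: plate controls were vehicle for no effect and reference ligand for full effect; a part of the inactive calls stands beside numbers as strong as those of hits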
* hit, by the source's call; . = not tested or not shown; & = joins results of further samples.

Second line of a record – MKP-3 inhibition | Hsp70 inhibitors
> CCn1c(Cc2ccccc2)nnc1SCC(=O)Nc1ccc(S(N)(=O)=O)cc1
 : -8% | 5.5%
> CC(C)(C)NC(=O)c1cccc(Oc2ccc([N+](=O)[O-])cc2)c1
 : 8% | 1.1%
> CCn1c2ccccc2c2cc(N)ccc21
 : 1% | -2.1%
> CCN(C(=O)c1ccco1)c1nc(CC(=O)Nc2ccc(Cl)cc2)cs1
 : -4% | -2.8%
> COc1cc(OC)cc(-c2nc3ccccc3c(=O)o2)c1
 : . | 0.7%
> COCCn1nnnc1C(C(C)C)N(Cc1cccnc1)Cc1ccccc1Cl (centres undefined)
 : 0% | 5.1%
> CCn1c(SCC(=O)Nc2nc(-c3ccccc3)cs2)nnc1-c1ccccc1O
 : -14% | .
> COc1cccc(C2NC(=O)c3ccccc3O2)c1OC (centres undefined)
 : -8% | 0.2%
> COC(=O)C1C(=O)C2=C(CC1C)NC(C)=C(C(=O)OC(C)C)C2c1ccc(OC)c(O)c1 (centres undefined)
 : -8% | -1.3%
> COc1ccc(CCNC(=O)CCN2C(=O)C(C)Oc3ccc(C)cc32)cc1OC (centres undefined)
 : -1% | 6.3%
> Cc1cc(C)n(-c2cc(N(C)C)nc(C)n2)n1
 : -1% | 2.9%
> Cc1ccc(Cl)cc1NC(=O)C(=O)NCCCO
 : 1% | -3.1%
> CC(=O)Oc1c(C(C)C)cc(N(C(C)=O)c2ccccc2)cc1C(C)C
 : 0% | 0.5%
> Cc1cccc(NC(=O)C2CCN(S(=O)(=O)c3cccc4nsnc34)CC2)n1
 : 5% | 2.7%
> O=C(CN1CCN(CC(=O)Nc2ccccc2Cl)CC1)Nc1ccc2c(c1)OCCO2
 : 5% | 3.3%
> COc1ccc(-n2c(=O)c3c4c(sc3n3c(C)nnc23)CCCC4)cc1
 : -1% | 1.0%
> O=S(=O)(c1ccccc1)N1c2cc(Cl)ccc2Oc2nc3ccccc3nc21
 : . | -3.2%
> Cc1ccc2nsnc2c1NC(=O)c1ccc(-c2ccccc2)cc1
 : -7% | -1.2%
> O=C(COc1ccc(Cl)cc1Cl)Nc1nc2n(n1)C(c1ccccc1)CC(=O)N2 (centres undefined)
 : -4% | 7.8%
> Brc1ccc2ncnc(NCc3ccccc3)c2c1
 : . | 6.1%
> CCOc1ccc(-n2c(SCC(=O)NC(C)CC)nc3n[nH]c(C)c3c2=N)cc1 (centres undefined)
 : 5% | 0.8%
> CC(=O)c1c(C)n([O-])c2cc(C)ccc2[n+]1=O
 : -10% | 1.0%
> CCOCCn1c(CN2CCC(C)CC2)nc2c1c(=O)n(C)c(=O)n2C
 : -2% | 0.6%
> O=C(/C=C/Sc1ccccc1)c1ccc(Cl)cc1
 : . | 5.8%
> O=C(c1ccco1)N1CCN(C2=NS(=O)(=O)c3ccccc32)CC1
 : -10% | 5.9%
> CSC1=C(C#N)C(c2ccc(C)s2)CC(=O)N1 (centres undefined)
 : 1% | 3.3%
> C#CCOC(=O)CCC(=O)Nc1cc(OC)nc(OC)n1
 : 11% | 5.9%
> Clc1ccc(-c2ccc(/C=N\n3cnnc3)o2)c(Cl)c1
 : 6% | 2.0%
> CCOC(=O)C1CCN(S(=O)(=O)c2cccc(-c3cn4cccnc4n3)c2)CC1
 : -6% | 1.6%
> CC(C)COCC1CC2(CC(C)(c3csc(N)n3)OC2=O)C(=O)O1 (centres undefined)
 : 2% | 1.1%
> Cc1ccc(S(=O)(=O)c2nc(NCCCn3ccnc3)sc2Cl)cc1
 : -4% | 16%
> Cc1ccc(C)c(NC(=O)CSc2nc3ccccc3s2)c1
 : 2% | -3.7%
> CCCc1nnc(NC(=O)CCC(=O)O)s1
 : -1% | -2.7%
> COc1ccc(-c2c(C#N)c(N)c(C#N)c3c2CCCC3)cc1
 : -1% | 1.2%
> CCOC(=O)N1CCN(Cc2nc(N)nc(Nc3ccc(OC)cc3)n2)CC1
 : . | 1.9%
> CC1(C)CC(=O)C(C=NCCCN2CCCC2=O)=C(O)C1
 : 0% | 8.8%
> COc1ccc(NC(=O)CCC2COc3ccccc3O2)c(OC)c1 (centres undefined)
 : -2% | 1.5%
> Cc1ccc(C)c(OC2=NS(=O)(=O)c3ccccc32)c1
 : 2% | 0.2%
> CC1(C)CC(=O)C2=C(C1)Nc1ccccc1NC2c1ccc(-c2ccccc2[N+](=O)[O-])o1 (centres undefined)
 : 0% | -2.3%
> Cc1ccc(OCC(=O)Nc2ccc(I)cc2Cl)cc1C
 : -1% | 6.8%

Rewritten as labelled records: two of the compounds above
SMILES: COc1ccc(-c2c(C#N)c(N)c(C#N)c3c2CCCC3)cc1
  MKP-3 inhibition: -1%
  Hsp70 inhibitors: 1.2%

SMILES: CCOC(=O)N1CCN(Cc2nc(N)nc(Nc3ccc(OC)cc3)n2)CC1
  MKP-3 inhibition: .
  Hsp70 inhibitors: 1.9%

(further entries)
Second line of a record – MKP-3 inhibition | Hsp70 inhibitors
> Cc1cc(=O)oc(C)c1C(=O)NCCN1CCOCC1
 : -3% | -2.5%
> COc1ccccc1NC(=O)N1CCCC1C(=O)NCc1ccc(F)cc1 (centres undefined)
 : -11% | 3.1%
> COc1ccc(OC)c(/C=C2\SC(=N)N(c3ccc(F)cc3)C2=O)c1
 : -2% | 0.9%
> COc1ccc(NC(=S)NNC(=O)OC(C)(C)C)cc1OC
 : . | 0.7%
> COc1ccc(OC)c(-n2c(=S)[nH]c3cc(C(=O)NCCCN4CCCC4=O)ccc3c2=O)c1
 : . | -1.7%
> Cc1cc(C)c(NC(=O)C(c2ccccc2)c2ccccc2)c(C)c1
 : 3% | -1.6%
> COc1ccc(-c2cc(C(F)(F)F)nc(N3CCCCCC3)n2)cc1
 : 3% | 1.1%
> Cc1ccc(C2(C)NC(=O)N(CCOc3ccccc3)C2=O)cc1 (centres undefined)
 : . | -2.1%
> CCCn1c(=O)c(C(=O)Nc2ccccc2O)c(O)c2ccccc21
 : 0% | -6.9%
> O=C(Nc1cccnc1)c1ccccc1F
 : -8%&-6% | -6.5%&2.1%
> O=C(Cc1ccccc1)NC(NC(=S)Nc1ccccc1Cl)C(Cl)(Cl)Cl (centres undefined)
 : -1% | 2.6%
> Cc1ccc(-c2noc(CCC(=O)N3CCCC3)n2)cc1
 : -18% | 0.8%
> C=CCn1c(SCC(=O)NC(=O)NCc2ccco2)nc2sc(C)c(C)c2c1=O
 : -2% | -5.4%
> COc1ccccc1-n1cnc2cc(C(=O)NC3CCCC3)ccc21
 : . | 4.6%
> O=c1/c(=C\c2ccc(OCc3ccc([N+](=O)[O-])cc3)cc2)sc2nc3ccccc3n12
 : 4% | -3.2%
> CC(=O)c1ccc(OCC(=O)NC2CCS(=O)(=O)C2)cc1 (centres undefined)
 : -3% | 1.4%
> CC(C)(C)c1ccc(-c2nnc(SCC(=O)O)n2N)cc1
 : -4% | -3.6%
> COc1cccc2cc(-c3nc(-c4ccc(C)c(C)c4)cs3)c(=O)oc12
 : 1% | -3.5%
> C=CCSc1nc2sc(C(=O)O)c(C)c2c(=O)[nH]1
 : 0% | 1.4%
> CCOC(=O)c1c(C)n(C)c2ccc(O)c(CN3CCCCC3)c12
 : 0% | 0.3%

Part of the list above, reformatted:
MKP-3 inhibition | Hsp70 inhibitors | molecule
-1% | 2.6% | O=C(Cc1ccccc1)NC(NC(=S)Nc1ccccc1Cl)C(Cl)(Cl)Cl (centres undefined)
4% | -3.2% | O=c1/c(=C\c2ccc(OCc3ccc([N+](=O)[O-])cc3)cc2)sc2nc3ccccc3n12
-18% | 0.8% | Cc1ccc(-c2noc(CCC(=O)N3CCCC3)n2)cc1
1% | -3.5% | COc1cccc2cc(-c3nc(-c4ccc(C)c(C)c4)cs3)c(=O)oc12
-2% | -5.4% | C=CCn1c(SCC(=O)NC(=O)NCc2ccco2)nc2sc(C)c(C)c2c1=O

(listing goes on)
Second line of a record – MKP-3 inhibition | Hsp70 inhibitors
> CCOc1ccc(N2C(=O)NC(=O)C(=S(C)C)C2=O)cc1
 : 0% | 3.3%
> CCN1C(=O)C(=O)c2cc(Br)ccc21
 : 4% | 0.4%
> CCCCCOC(=O)NCCOC(=O)Nc1ccc(C(=O)OCC)cc1
 : -3% | 1.9%
> CCOCc1nnc(NC(=O)c2ccco2)s1
 : 2% | 2.4%
> CC1=C(C(=O)OC(C)C)C(C)NC(=O)N1 (centres undefined)
 : -2% | -1.1%
> COc1ccc(/C=N/n2cnnc2SC)cc1OC
 : 6% | -1.6%
> Cc1cc(=O)oc2cc(OCC3CC(c4ccccc4)=NO3)ccc12 (centres undefined)
 : . | 4.1%
> COc1cccc(N(CC(=O)N2CCOCC2)S(=O)(=O)c2ccccc2)c1
 : -1% | 0.9%
> Cc1cccc(NC(=O)CSc2nnnn2-c2ccccc2)c1C
 : 2% | -2.2%
> Fc1cccc(CSc2nc3ccncc3[nH]2)c1
 : -3% | -7.4%
> Cc1cc([N+](=O)[O-])ccc1NCc1cccc(C(F)(F)F)c1
 : 0% | -0.2%
> Cc1cccc(-n2ncc3c(N(C)Cc4ccccc4)ncnc32)c1
 : -10% | 1.8%
> CNC(=O)CC(=O)Nc1ccccc1C(=O)O
 : . | -1.6%
> Cc1ccc(S(=O)(=O)c2cc3c(=O)n4ccccc4nc3n(Cc3ccco3)c2=N)cc1
 : -5% | -5.5%
> CC(C)c1ccc(/C=C/C(=O)N2CCN(c3ccc([N+](=O)[O-])cc3)CC2)cc1
 : -1% | 2.3%
> CCOC(=O)/C=C(\C)Nc1cc(C)nn1-c1ccccc1
 : -12%&7% | -2.5%&8.5%
> Cn1c(SCC(=O)c2ccccc2)nnc1-c1ccc(O)cc1
 : . | -7.8%
> CCOc1cc(C(=S)N2CCOCC2)ccc1OC(=O)c1cccc([N+](=O)[O-])c1
 : 2% | -2.5%
> COc1ccccc1C1=NN(C(=O)CCC(=O)O)C(c2ccc(Br)cc2)C1 (centres undefined)
 : -2% | 5.4%
> CCOC1=NC(C(=O)O)c2ccccc2/C(=C(/C)Cl)N1 (centres undefined)
 : -2% | 4.7%
> Cc1ccc(C(=O)Nc2cccnc2)cc1NC(=O)c1ccco1
 : . | 3.8%
> O=C(CCc1nc2ccccc2c(=O)[nH]1)NCc1cccc(Cl)c1
 : . | -0.4%
> CC1(C)CC(O)(CNCc2ccc3c(c2)OCO3)CCO1 (centres undefined)
 : . | 1.9%
> O=C(CNS(=O)(=O)c1ccccc1)NCc1ccccn1
 : -3% | 2.1%
> O=C(Nc1ccccc1)N1CCOCC1
 : 0% | 0.1%&0.1%
> COc1ccc(N2C(=O)CCC([N+](=O)[O-])=C2C)cc1
 : 1% | 0.9%
> CSc1ncc(Cl)c(C(=O)Nc2nnc(SC/C=C/c3ccccc3)s2)n1
 : . | 6.9%
> CCc1ccc2c(CN3CCN(S(=O)(=O)c4ccc5c(c4)OCCO5)CC3)cc(=O)oc2c1
 : -1% | -9.4%
> COc1ccc(N(CC(=O)Nc2ccccc2Cl)S(=O)(=O)c2ccc(C)cc2)c(OC)c1
 : 1% | -4.4%
> CCNc1nc(SC(C)C(=O)Nc2ccccc2)nc(N2CCOCC2)n1 (centres undefined)
 : -12% | -7.9%
> Cc1ccccc1CNC(=O)C(C)Sc1ccc(Cl)cc1 (centres undefined)
 : 4% | -1.1%
> O=C(c1ccccc1)c1ccc(N2CCOCC2)c(NC(=O)c2ccco2)c1
 : 3% | 0.1%
> O=S(=O)(c1ccc2oc3ccccc3c2c1)N1CCOCC1
 : . | -1.1%
> CCCNC(=O)NC(=O)CSc1nnc(-c2ccncc2)n1CC
 : -14% | 5.7%
> CC(Oc1ccccc1)C(=O)Nc1c(Cl)cccc1Cl (centres undefined)
 : 1% | 0.1%
> O=C(Nc1ccc(S(=O)(=O)N2CCOCC2)cc1)C1COc2ccccc2O1 (centres undefined)
 : -3% | 1.4%
> COc1ccc(Nc2nnc(C)c3ccccc23)cc1C(N)=O
 : -5% | -3.8%
> O=C(CCC(=O)N1CCN(c2ccccn2)CC1)Nc1nnc(C2CCCCC2)s1
 : 2% | 4.0%
> COc1ccccc1OCc1ccc(C(=O)NCc2cccnc2)o1
 : . | -3.2%
> N#Cc1c(N)oc(-c2ccco2)c1-c1ccco1
 : -5% | 3.0%
> CC(C)CSc1nc(N2CCOCC2)c2c(c1C#N)CC(C)(C)SC2
 : -1% | 1.8%
> NC(=O)C1(S(=O)(=O)c2ccccc2)CCCCC1
 : -9%&2% | 2.1%&-5.9%
> COc1ccc2c(c1)CCC/C2=N/OC(=O)c1ccc(OC)c([N+](=O)[O-])c1
 : 5% | 4.2%
> CC1CCC(NC(=O)c2cc3c(=O)n(C)c4ccccc4c3n2C)CC1 (centres undefined)
 : 2% | 1.7%
> COCCCNC(=O)CC(NS(=O)(=O)c1ccc(C)cc1)c1ccco1 (centres undefined)
 : 9% | .
> Cc1cc(=O)oc(C)c1C(=O)N1CCCc2ccccc21
 : . | 5.2%
> Cc1cccc(NC(=O)c2ccccc2NC(=O)c2ccccc2F)c1
 : 0% | 8.1%
> CCN(C(=O)COc1cc(=O)n(C)c2ccccc12)c1cccc(Cl)c1
 : 7% | -0.9%
> Cc1ccc(-c2nc3ccccc3o2)cc1NC(=O)c1cccc(Cl)c1
 : 1% | -0.2%
> O=C(N/N=C/c1ccc(Cl)c([N+](=O)[O-])c1)c1cc2ccccc2o1
 : 2% | 4.9%

(list continues)
Second line of a record – MKP-3 inhibition | Hsp70 inhibitors
> Cc1cc(NC(=O)CSc2nc3ccsc3c(=O)n2CCCCC(=O)O)no1
 : -6% | 3.1%
> CC1(C)CN2C(=S)N(c3ccccc3)C(c3ccccc3)N2C1 (centres undefined)
 : . | 0.3%
> Cc1cccc(N2C(=O)/C(=C/c3ccccc3C(=O)O)SC2=S)c1C
 : 3% | 0.7%
> O=C1NC(=S)NC(=O)C1=Cc1ccc(-c2ccccc2C(=O)O)o1
 : 1% | -0.3%
> Cc1ccc(C(=O)c2coc3ccc(O)c(CN4CCOCC4)c23)cc1
 : 3% | -4.0%
> Cn1c(C(=O)NCCN2CCc3ccccc3C2)cc2c(=O)[nH]c3ccccc3c21
 : 6% | 1.2%
> CCn1c(=O)cc(C(=O)OC)sc1=Nc1ccc(F)c(F)c1
 : 0% | 2.3%

A portion of the library; rates above refer to the full screens.
